# Compound activity: PubChem, several laboratories
# E-sel TNF inh – E-selectin induction blockers in HUVEC – imaging, immunofluorescence, high content, primary screen; AID 1246, 2008; HUVEC TNFa-induced E-selectin immunofluorescence; inhibition, % at 2 µM; actives 0.71% (n = 120,000);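 active means inhibition above the batch mean plus 3 SD, and confirmed as a hit on visual image review, cut at about 43% in these data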;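 further: 0% = TNF-stimulated DMSO wells and 100% = unstimulated control wells; not every result past the cut was called active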
# Yeast lifespan up – compounds extending yeast replicative lifespan, primary screen, S. cerevisiae, OD615. S. cerevisiae growth with nicotinamide; deaD strain in restrictive glucose medium. inhibition of the nicotinamide effect, % at 10 µM. actives 0.68% (n = 130,000). AID 775, 2007;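 active means inhibition above a set limit, placed 3 SD over the median of all compounds, cut at about 26% in these data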;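 further: 0% = nicotinamide-treated wells and 100% = cells grown without nicotinamide; some compounds called inactive have numbers as strong as hits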
#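 System: Modified budding yeast, DeaD strain | Buffer or medium: Restrictive glucose medium | Also added: 1.5 mM nicotinamide | Doses: 10 µM single point, 0.25% DMSO | Schedule: 48 h compound exposure at 30 °C, humidified | Detection: Absorbance at 615 nm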
# Measles CPE – compounds protecting cells from measles virus cytopathic effect, primary screen, measles RdRp inhibitor project, single point, MLSMR library, absorbance | Measles virus-infected cells, CPE protection | protection (pct of control), % at 4 µM | actives 1.5% (n = 140,000); in the data active means protection mostly above about 24%, no sharp cut-off; inactive means mostly below about 26%; further: some compounds called inactive have numbers as strong as hits
# GALR2 antag – GALR2 antagonists in receptor-expressing cells, primary screen. actives 0.39% (n = 140,000). AID 828, 2007. Galanin receptor type 2 (Homo sapiens), O43603. antagonist mode. inhibition, % at 4 µM; in the data active means inhibition above about 27%;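 further: cells stimulated with galanin 1-16 at roughly its EC80; 0% = agonist challenge control and 100% = basal control without agonist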
# Target sequence (O43603 whole entry, looked up): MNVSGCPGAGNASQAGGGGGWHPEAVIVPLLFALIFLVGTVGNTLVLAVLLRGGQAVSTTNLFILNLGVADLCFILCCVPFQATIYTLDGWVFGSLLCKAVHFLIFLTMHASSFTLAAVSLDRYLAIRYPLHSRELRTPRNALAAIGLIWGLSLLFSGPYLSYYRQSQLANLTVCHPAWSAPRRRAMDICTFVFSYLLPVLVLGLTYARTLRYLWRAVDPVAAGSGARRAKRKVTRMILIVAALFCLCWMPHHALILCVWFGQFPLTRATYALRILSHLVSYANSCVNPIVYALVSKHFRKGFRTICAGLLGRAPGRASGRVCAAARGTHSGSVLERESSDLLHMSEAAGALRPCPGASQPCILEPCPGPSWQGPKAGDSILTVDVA
# NPY-Y2 antag – NPY-Y2 receptor antagonists, primary screen, cell-based | NPY-Y2 expressing cells, antagonist mode | inhibition, % at 2.7 µM | actives 0.99% (n = 140,000) | AID 793, 2007; in the data active means inhibition above about 17%;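 further: 0% = vehicle with agonist challenge and 100% = reference antagonist with challenge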
# Target sequence (P49146 whole entry, looked up): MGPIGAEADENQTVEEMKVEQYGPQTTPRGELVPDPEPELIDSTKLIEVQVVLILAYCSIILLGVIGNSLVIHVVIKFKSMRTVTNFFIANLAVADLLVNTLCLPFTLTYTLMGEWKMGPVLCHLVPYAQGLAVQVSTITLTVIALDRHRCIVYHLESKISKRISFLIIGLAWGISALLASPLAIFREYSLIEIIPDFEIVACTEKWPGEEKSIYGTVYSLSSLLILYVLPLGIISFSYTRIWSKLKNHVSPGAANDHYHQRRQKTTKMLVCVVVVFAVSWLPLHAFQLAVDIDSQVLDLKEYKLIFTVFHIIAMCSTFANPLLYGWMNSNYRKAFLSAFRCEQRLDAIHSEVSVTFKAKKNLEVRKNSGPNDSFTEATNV
# HCT116 bCat-KO – primary screen for growth suppressors in beta-catenin knockout HCT116 cells (colon tumor, human); AID 818, 2007; HCT116 beta-catenin knockout viability, CellTiter-Glo, 60 h; hits give low values; actives 1.5% (n = 140,000); viability, % at 10 µM;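 active means viability at or under a set limit, the compound median less 4 SD, cut at about 6% in these data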;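 further: 0% = Hyamine 1622 control at 20 µM and 100% = untreated cell control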
# BB579 growth dn – growth inhibitors of yeast BB579 in restrictive medium, primary screen, yeast lifespan-shortening project, S. cerevisiae; inhibition, % at 10 µM; actives 0.51% (n = 140,000); OD615, 48 h; AID 804, 2007;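 active means inhibition above a set limit, 3 SD over the mean compound inhibition, cut at about 44% in these data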; further: inactives centre near -24
#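 System: DeaD yeast strain BB579; buffer or medium: CSMM-D dextrose restrictive medium; technique: OD at 615 nm; schedule: 4 h cell preincubation, 48 h compound exposure, 30 °C humidified; doses: single 10 µM dose; controls: amphotericin B 10 µg/mL, positive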
# PTEN del growth – growth suppression of PTEN-null HCT116, primary screen, cell-based, CellTiter-Glo; HCT116 PTEN-null viability, 60 h; hits give low values; viability, % at 10 µM; actives 1.2% (n = 140,000); AID 827, 2007;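 active means viability at or below a set limit, 4 SD under the median of all tested compounds, cut at about 3.7% in these data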;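 further: PTEN knockout HCT116 line with beta catenin targeted HCT116 as companion control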
# Phagocyt inh – inhibitors of macrophage phagocytosis, primary screen, imaging, J774A.1 cells, IgG beads | inhibition, % at 5 µM | actives 0.07% (n = 110,000) | J774A.1 macrophage IgG-bead phagocytosis;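 active means inhibition above the mean of the plate negative controls plus 5 SD, cut at about 13% in these data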;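 further: phagocytic index as fraction of beads internalized from green versus red external bead signal; plate controls were DMSO negative control for no effect and cytochalasin-D positive control for full effect; some results beyond the cut were filed as inactive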
# MRP-1 activ – H69AR viability gain despite doxorubicin, primary screen, MRP-1 activator project, H69AR cells, CellTiter-Glo; AID 799, 2007; viability rescue; actives 0.61% (n = 140,000); viability increase, % at 10 µM;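 active means viability gain under doxorubicin at or above a set limit, the compound median plus 3 SD, cut at about 4.7% in these data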;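 further: MRP-1 overexpressing cells given doxorubicin 25 µM after compound pretreatment; 18-22 h compound pretreatment then 72 h with doxorubicin before readout; 0% = doxorubicin-only wells and 100% = vehicle-treated cells without doxorubicin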
# * hit, by the source's call; . = not tested or not shown.
SMILES,E-sel TNF inh,Yeast lifespan up,Measles CPE,GALR2 antag,NPY-Y2 antag,HCT116 bCat-KO,BB579 growth dn,PTEN del growth,Phagocyt inh,MRP-1 activ
CCN(CC)Cc1cc(NC2=NS(=O)(=O)c3ccccc32)ccc1OC(=O)c1ccccc1,10,-1,2,13,2,98,-11,99,-5,0.6
O=C(O)Cn1nnnc1SCC(=O)Nc1ccc(OC(F)(F)F)cc1,.,-2,24,2,1,89,-15,98,-3,-1.7
Cn1c(SCC(=O)Nc2ncc(C(F)(F)F)cc2Cl)nnc1-c1ccc(Cl)cc1,.,3,7,4,2,90,-38,104,-5,0.1
CCNC(=O)CSc1nnc(-c2ccccc2Br)n1-c1cccc(C(F)(F)F)c1,.,0,22,4,3,90,-14,79,-7,-2.3
Cc1cc2c(cc1C)C(c1ccccc1Br)CC(=O)N2 (stereo not given),.,9,4,-10,6,71,-28,72,1,-3.0
C=CCc1cccc(CNc2nc3ccccc3n2C(C)C)c1O,30,-4,13,12,-1,86,-38,73,-1,-3.0
N#Cc1ccccc1Sc1ccccc1C(=O)OCC(=O)NC12CC3CC(CC(C3)C1)C2,.,13,6,7,6,66,-25,57,-12,-0.9
Cc1c(Cl)cccc1Nc1nc(N)nc(CN2CCCCCC2)n1,7,-9,11,-9,14,107,-15,95,1,-1.2
CC(SC1CCCC1)C(=O)NC(C)(C#N)C(C)C (stereo not given),-3,-12,10,1,-1,99,-32,89,1,-1.8
O=C(CCNS(=O)(=O)c1cccc2nsnc12)NCCc1ccccc1,-37,2,5,5,1,106,-15,106,-2,0.6
COc1ccc(C=O)cc1OS(=O)(=O)c1ccc(NC(C)=O)cc1,.,4,13,-7,3,12,-16,14,-5,-3.0
c1ccc(Nc2c3c(nc4ncnn24)CCC3)cc1,5,-1,13,6,2,89,-10,94,-1,-1.5
Cc1cc(C(=O)N2CCN(c3ccccn3)CC2)c(C)o1,-33,-12,7,1,1,39,-40,57,-4,-1.4
COCC(=O)Nc1cc(OC)cc(OC)c1,15,-11,24,2,5,95,-64,99,-1,0.4
CC(=O)Nc1cccc(-c2cnc3ccccc3n2)c1,1,-9,7,-9,4,95,-15,97,-1,-2.7
COc1ccc2nc(N=Nc3c(O)ccc4ccccc34)sc2c1,-2,-3,5,5,-1,5.3*,-32,7,-5,-4.5
CCOC(=O)Cn1c(=O)oc2cc(S(=O)(=O)NC3CCCc4ccccc43)ccc21 (stereo not given),.,-3,7,-2,0,77,-12,83,-1,-2.5
Cc1ccc(/C=C/c2nnc(-c3ccc(C)cc3)o2)cc1,-23,-23,6,-7,2,109,-53,87,.,-1.4
COc1ccc(CNc2nc3c(c(=O)[nH]c(=O)n3C)n2CCCc2ccccc2)cc1,8,-9,1,-7,1,100,-48,82,-3,-1.4
Cc1cc(C)cc(NC(=S)NCC2CCCO2)c1 (stereo not given),9,2,12,9,1,96,-13,96,-1,-3.5
CCc1ccc(C(=O)COc2ccc(NC(C)=O)cc2)cc1,-16,-8,2,-2,4,89,9,88,0,-3.0
CC(=O)Nc1ccc(C(=O)CSc2nnc(-c3ccc(O)cc3)n2CC2CCCO2)cc1 (stereo not given),7,64*,3,-13,4,103,-23,94,-1,0.1
CNC(=S)N1N=C(c2ccc(C)cc2)CC1c1ccc(OC)cc1 (stereo not given),3,4,9,-1,4,82,11,77,.,3.3
Cc1cccc(S(=O)(=O)c2c(N)n(/N=C/c3ccco3)c3nc4ccccc4nc23)c1,-10,-16,6,0,0,82,-36,70,0,-1.4
Cc1ccc(S(=O)(=O)CCC(=O)NCCN2C(=O)S/C(=C/c3ccc(F)cc3)C2=O)cc1,-3,0,10,3,1,81,-39,88,.,-2.6
CCOC(=O)C1=C(N)N2C(=O)CSC2=C(C(=O)OC)C1,-15,-8,1,0,4,109,-54,104,1,-3.2
COc1cccc(CNC(=O)Cn2c(=O)oc3ccccc32)c1OC,.,-13,14,2,2,93,-3,101,1,0.2
CSc1nc2ccccc2cc1/C=C(\C#N)c1cccc(C)c1,20,-10,2,2,5,16,-19,16,.,-1.5
N#Cc1nc(COc2cccc(Cl)c2)oc1N1CCCC1,3,-2,6,-5,12,73,3,68,0,-2.1
Cc1c(NC(=O)C2(c3ccc(Cl)cc3)CCCC2)c(=O)n(-c2ccccc2)n1C,19,-1,12,-6,3,89,-55,94,-1,-3.8
CN(Cc1ccccc1)c1nc2c(c(=O)[nH]c(=O)n2C)n1CCSc1nc2ccccc2[nH]1,31,-16,18,-2,-3,104,-61,89,0,-1.4
Cc1cccc2nc(CSc3nc4ccc([N+](=O)[O-])cc4[nH]3)c(Br)n12,-21,-1,13,13,3,67,-15,70,-2,-0.3
CCOC(=O)CSC1=Nc2ccccc2C2=NC(CC(=O)NCc3ccc4c(c3)OCO4)C(=O)N12 (stereo not given),.,-9,8,6,0,80,-67,96,-5,-0.5
COc1ccc(Nc2nc(CC(C)=O)ns2)cc1,-3,.,9,-6,2,85,-31,98,.,1.1
COc1cc(CNCc2cccs2)ccc1OCc1ccccc1,-64,-6,6,6,13,74,-34,77,6,-1.6
Cc1ccc(CNC(=O)CSc2nc(N3CCCCC3)nc(N3CCCCC3)n2)cc1,-21,-4,11,-4,-1,85,-30,80,0,-2.2
CCCc1nnc(NC(=O)CCC(=O)NCCc2ccc(OC)c(OC)c2)s1,.,-1,12,-6,1,91,5,101,2,-1.4
O=C(CCCn1c(=O)[nH]c2ccsc2c1=O)N1CCCCC1,.,-13,11,-3,-2,96,2,98,-2,-0.5
O=C(CSCc1ccccc1Cl)NN=C1CCCCCC1,13,-17,4,4,1,87,12,97,0,-0.6
Cc1cc(C)n2nc(-c3cccnc3)nc2n1,-7,-8,5,-10,3,99,-12,100,0,0.2
CC(NC(=O)NC1CCCCC1)C(c1cccs1)N1CCN(c2ccccc2)CC1 (stereo not given),-1,-6,4,-6,5,51,-5,38,0,-0.1
COc1ccc(-n2c(=O)cc(N3CCN(c4ccccc4OC)CC3)[nH]c2=O)cc1,1,-16,18,-1,3,89,-5,83,0,-1.6
Cn1nc(-c2ccc(C(=O)NCC3CCCO3)cc2)c2ccccc2c1=O (stereo not given),-15,.,.,-3,-3,.,.,.,0,.
CCNC(=S)N1CCN(S(=O)(=O)c2cccc(C(F)(F)F)c2)CC1,.,-3,14,2,2,92,-32,96,-14,-0.5
CC(C)(C)Cc1nnc(NS(=O)(=O)c2ccc(F)cc2)s1,-11,23,6,2,2,89,-50,100,0,-2.5
COc1ccc(CCNC(=O)COC(=O)c2ccc[nH]c2=O)cc1,1,-10,7,-6,2,105,-17,110,0,-0.1
C=CCN1C(=O)/C(=C2\SC(N3CCOCC3)=NC2=O)c2cc(Br)ccc21,-17,-6,22,9,1,83,-26,79,-1,-1.1
COC(=O)NNC(=O)CCCOc1ccc(Cl)cc1Cl,.,1,13,-5,1,96,-14,98,5,0.1
O=C(c1ccco1)N(Cc1ccc([N+](=O)[O-])cc1)c1ccc(Br)cc1,-22,3,7,3,6,82,-37,76,.,-0.8
Cc1cc(=O)oc2cc(Oc3ncccn3)ccc12,3,-12,9,17,-1,97,-7,103,2,0.8

# Next part, overlapping the part above by 2 compounds.
SMILES,E-sel TNF inh,Yeast lifespan up,Measles CPE,GALR2 antag,NPY-Y2 antag,HCT116 bCat-KO,BB579 growth dn,PTEN del growth,Phagocyt inh,MRP-1 activ
O=C(c1ccco1)N(Cc1ccc([N+](=O)[O-])cc1)c1ccc(Br)cc1,-22,3,7,3,6,82,-37,76,.,-0.8
Cc1cc(=O)oc2cc(Oc3ncccn3)ccc12,3,-12,9,17,-1,97,-7,103,2,0.8
CC(=O)Nc1cccc(-c2csc(Nc3ccccn3)n2)c1,-20,-28,2,-3,1,31,6,30,.,-3.0
CC(OC(=O)c1nsc(Cl)c1Cl)C(=O)NCc1ccco1 (stereo not given),15,-4,15,-9,9,96,-50,99,0,0.6
CCc1nnc(NC(=O)c2ccc(Cl)c(S(=O)(=O)N3CCc4ccccc4C3)c2)s1,31,-1,2,-10,2,68,-19,76,-8,-2.7
CCc1ccc(C(=O)N/N=C/c2ccc(Cl)cc2Cl)nc1,-3,-6,22,-6,6,90,-11,79,-13,2.6
O=C(CCc1ccccc1)N1CCN(CCO)CC1,.,-2,10,-1,1,100,-13,95,1,-2.3
CCOC(=O)c1ccc(S(=O)(=O)NNC(=O)COc2ccc(C)cc2)cc1,.,-4,4,-9,5,82,-1,83,3,-2.6
Cc1cccc(NC(=O)CN2CCN(CC(=O)Nc3cccc(C)c3)CC2)c1,.,-8,18,12,-2,91,-43,95,0,-2.7
O=C(NC1CCN(C(=O)N2c3ccccc3Sc3ccccc32)CC1)c1ccccc1F,-3,-6,41*,2,6,83,-21,73,.,-1.1

# Entries shown so far that contain a Cl atom:
SMILES,E-sel TNF inh,Yeast lifespan up,Measles CPE,GALR2 antag,NPY-Y2 antag,HCT116 bCat-KO,BB579 growth dn,PTEN del growth,Phagocyt inh,MRP-1 activ
Cn1c(SCC(=O)Nc2ncc(C(F)(F)F)cc2Cl)nnc1-c1ccc(Cl)cc1,.,3,7,4,2,90,-38,104,-5,0.1
Cc1c(Cl)cccc1Nc1nc(N)nc(CN2CCCCCC2)n1,7,-9,11,-9,14,107,-15,95,1,-1.2
N#Cc1nc(COc2cccc(Cl)c2)oc1N1CCCC1,3,-2,6,-5,12,73,3,68,0,-2.1
Cc1c(NC(=O)C2(c3ccc(Cl)cc3)CCCC2)c(=O)n(-c2ccccc2)n1C,19,-1,12,-6,3,89,-55,94,-1,-3.8
O=C(CSCc1ccccc1Cl)NN=C1CCCCCC1,13,-17,4,4,1,87,12,97,0,-0.6
COC(=O)NNC(=O)CCCOc1ccc(Cl)cc1Cl,.,1,13,-5,1,96,-14,98,5,0.1
CC(OC(=O)c1nsc(Cl)c1Cl)C(=O)NCc1ccco1 (stereo not given),15,-4,15,-9,9,96,-50,99,0,0.6
CCc1nnc(NC(=O)c2ccc(Cl)c(S(=O)(=O)N3CCc4ccccc4C3)c2)s1,31,-1,2,-10,2,68,-19,76,-8,-2.7
CCc1ccc(C(=O)N/N=C/c2ccc(Cl)cc2Cl)nc1,-3,-6,22,-6,6,90,-11,79,-13,2.6
